Source: PubChem
FLuc counter – qHTS profiling assay for firefly luciferase inhibitor/activator using purifed enzyme and Km concentrations of substrates (counterscreen for miR-21 project). hit rate 6.9% among 360,000. AID 588342, 2011. purified FLuc, Km substrates, luminescence inhibition. Potency, µM (highest dose often 57.5 µM), inactives show top-dose activity change, negative = inhibition, hits mostly inhibitors. Luciferin 4-monooxygenase (Photinus pyralis), P08659;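 note: plate controls were vehicle for no effect and reference inhibitor for full effect; nearly all actives have a fitted effect of over 55% in size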
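Purified P. pyralis luciferase, 10 nM final, with Km-level 10 uM D-luciferin and 10 uM ATP in 50 mM Tris acetate pH 7.5, 10 mM Mg acetate, 0.01% Tween-20, 0.05% BSA; 6-point qHTS titration about 60 µM downward; luminescence read.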
MBNL1 CUG block – qHTS Assay for Inhibitors of MBNL1-poly(CUG) RNA binding; TR-FRET MBNL1-His/biotin-(CUG)12 binding, 665/545 ratio; Muscleblind-like protein 1 (Homo sapiens), Q9NR56; Potency, µM (doses to about 57.5 µM), for inactives: at the top dose activity change, negative = inhibition, most hits filed as inhibitors; hit rate 0.036% among 280,000; active = well fitted inhibition curve with a large enough effect in the signal ratio, with a control signal flat, not every such curve was filed as active; inconclusive = small, poorly fitted or top-dose-only effect, or effect the other way, or a change in a side signal; inactive = no such curve, though single readings can be large or run the other way; the % refers to the signal ratio; note: % is set by controls: 0 for no effect and ±100 for the full control effect
Target sequence (Q9NR56 whole entry, looked up): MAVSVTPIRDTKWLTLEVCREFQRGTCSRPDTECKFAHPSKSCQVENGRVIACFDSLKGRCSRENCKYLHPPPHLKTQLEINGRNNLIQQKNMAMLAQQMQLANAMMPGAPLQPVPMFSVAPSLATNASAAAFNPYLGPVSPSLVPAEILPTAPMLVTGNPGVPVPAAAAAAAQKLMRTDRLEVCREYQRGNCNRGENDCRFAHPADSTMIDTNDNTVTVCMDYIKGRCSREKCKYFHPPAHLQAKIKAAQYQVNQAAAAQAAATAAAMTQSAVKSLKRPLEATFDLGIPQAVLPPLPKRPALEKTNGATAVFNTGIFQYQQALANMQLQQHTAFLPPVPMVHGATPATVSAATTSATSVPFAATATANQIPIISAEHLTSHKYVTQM
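TR-FRET between His-tagged MBNL1 and biotin-(CUG)12 RNA, detected with Tb anti-His antibody (0.055 ng/ul) and streptavidin-XL665 (5 nM), 60 min at room temperature. Compounds titrated 92 nM to 58 uM; 665/545 nm ratio normalized to buffer and complex controls.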
NPC1 promoter act – qHTS Assay for NPC1 Promoter Activators; Huh7 NPC1 promoter luciferase reporter, 24 h; Potency, µM (doses to about 9.22 µM), without a hit: top-dose activation, usual class: activators; hit rate 2.4% among 320,000; AID 485313, 2010;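 note: % of control where 0% means no effect; nearly all actives have a fitted effect of over 60% in size; reporter is driven by a mutant NPC1 promoter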
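NPC1 promoter–luciferase Huh7 cells; 24 h compound; luminescence.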
uPA generation – qHTS for Inhibitors of Cell Surface uPA Generation. cell surface uPA generation assay, qHTS. Potency, µM (titrated, usually from 38.3 µM), without a hit: at the top dose activity change, negative = inhibition, hits mostly inhibitors. hit rate 0.31% among 330,000; active = well fitted inhibition curve with a large enough effect; inconclusive = small, poorly fitted or top-dose-only effect; inactive = no such curve, though single readings can be large or run the other way; tested in mouse RAW 264.7 cells; note: % is set by controls: 0 for no effect and ±100 for the full control effect; nearly all actives have a fitted effect of over 55% in size
BRCA1 expr act – qHTS Assay to Identify Small Molecule Activators of BRCA1 Expression. MCF7-BRCA1-FFLuc reporter, luminescence, 48 h; response scale: scaled: vehicle 0%, 10 µM genistein 100%. Potency, µM (titrated, usually from 46.1 µM), without a hit: top-dose activation, hits mostly activators. hit rate 1.1% among 380,000; note: nearly all actives have a fitted effect of over 80% in size; some results filed as inactive show a strong effect at the top dose
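Cells: MCF7-BRCA1-FFLuc, 2000/well. Exposure: 48 h, 37 °C, 5% CO2. Read: luminescence, 15 min post-substrate. Controls: genistein 10 microM (maximal activation), DMSO (neutral).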
ELG1 genotox – qHTS screen for small molecules that induce genotoxicity in human embryonic kidney (HEK293T) cells expressing luciferase-tagged ELG1 | Potency, µM (titrated, usually from 46 µM), for the others: at the highest dose activity change, positive = activation, most hits filed as activators | hit rate 1.3% among 330,000 | HEK293T ELG1-luciferase reporter, luminescence, 16 h; note: % of control where 0% means no effect; nearly all actives have a fitted effect of over 60% in size
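HEK293T cells expressing luciferase-tagged ELG1 were treated with compound or DMSO for 16 hr at 37°C. Luciferase activity was then read after 30 min with ONE-Glo at room temperature; rising signal flags genetic stress.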
p53 reactivator – qHTS assay for re-activators of p53 using a Luc reporter. H1299 p53-A138V BP100-luciferase reporter, luminescence, 24 h. Potency, µM (doses to about 92.2 µM), inactives show at the top dose activity change, positive = activation, actives largely listed as activators. hit rate 0.063% among 320,000. AID 504706, 2011; note: % of control where 0% means no effect; nearly all actives have a fitted effect of over 45% in size
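H1299 (p53-null), stable ts p53-A138V + BP100-Luc; 1000 cells/well, Opti-MEM/10% FBS; cpd 4 pt, 1:5; 24 h, 37 deg C, 5% CO2; detection reagent 10 min RT; luminescence.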
Gal4-VP16 FLuc – VP16 counterscreen qHTS for inhibitors of ROR gamma transcriptional activity. Drosophila S2 Gal4-VP16 UAS-luciferase, luminescence, 20 h. Potency, µM (doses to about 53.6 µM), inactives show top-dose activity, negative = inhibition, most hits filed as inhibitors. hit rate 3.5% among 310,000;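 note: Gal4-VP16 expression switched on by copper sulfate through the metallothionein promoter; % is set by controls: 0 for no effect and ±100 for the full control effect; nearly all actives have a fitted effect of over 50% in size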
Rab9 prom act – qHTS Assay for Rab9 Promoter Activators | Huh7 Rab9 promoter-luciferase reporter, luminescence, 24 h | Potency, µM (series often up to 9.22 µM), for the others: top-dose activation, negative = inhibition, actives largely listed as activators | hit rate 2.8% among 320,000; note: % of control where 0% means no effect; nearly all actives have a fitted effect of over 60% in size
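Huh7 reporter line, Rab9 promoter upstream of luciferase. Compound exposure 24 h at 37 °C in reduced-serum medium with 10% FBS. Read-out: luminescence.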
RORgamma inh – qHTS for inhibitors of ROR gamma transcriptional activity. Drosophila S2 Gal4-RORgamma UAS-luciferase reporter, 20 h. Potency, µM (top dose mostly 53.6 µM), without a hit: top-dose activity change, negative = inhibition, actives largely listed as inhibitors. hit rate 5.4% among 310,000. AID 2551, 2010; note: % is set by controls: 0 for no effect and ±100 for the full control effect; nearly all actives have a fitted effect of over 60% in size
Target sequence (P51450 whole entry, looked up, the tested form may be a part): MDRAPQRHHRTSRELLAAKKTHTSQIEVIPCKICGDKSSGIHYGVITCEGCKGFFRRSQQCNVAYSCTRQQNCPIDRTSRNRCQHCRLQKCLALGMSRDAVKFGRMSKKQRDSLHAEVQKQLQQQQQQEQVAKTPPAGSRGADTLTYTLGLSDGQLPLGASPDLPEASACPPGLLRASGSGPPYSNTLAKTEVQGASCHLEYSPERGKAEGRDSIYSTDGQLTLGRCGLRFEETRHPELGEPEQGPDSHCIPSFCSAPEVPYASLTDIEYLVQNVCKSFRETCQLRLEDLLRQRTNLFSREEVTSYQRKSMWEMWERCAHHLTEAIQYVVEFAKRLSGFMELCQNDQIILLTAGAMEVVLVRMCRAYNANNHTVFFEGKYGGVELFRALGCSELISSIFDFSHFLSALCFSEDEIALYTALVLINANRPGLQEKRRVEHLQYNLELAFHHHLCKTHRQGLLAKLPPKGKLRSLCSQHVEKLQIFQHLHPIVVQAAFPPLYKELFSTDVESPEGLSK
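Using a luciferase readout, inhibitors were identified by reduced reporter activity in Drosophila cells coexpressing a copper-inducible Gal4–ROR gamma fusion and UAS-driven Photinus luciferase, incubated 20 hr after 700 uM copper sulfate.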
Starred values were filed as active, the others as inactive; ? = inconclusive; . = not tested or not shown; & = joins results of further samples; [ ] = remark or other dose. Unless noted, calls come from the whole dose curve; as a rule, active = well fitted curve in the direction sought with a large enough effect; inconclusive = small, poorly fitted or top-dose-only effect, or another doubt; inactive = no such curve, though single readings can be large; an effect the other way counts as inactive or inconclusive. Potency is the fitted concentration of half-maximal effect.

structure	FLuc counter	MBNL1 CUG block	NPC1 promoter act	uPA generation	BRCA1 expr act	ELG1 genotox	p53 reactivator	Gal4-VP16 FLuc	Rab9 prom act	RORgamma inh
COCCCNC(=O)CCCn1c(=O)c2ccccc2n(Cc2cccc([N+](=O)[O-])c2)c1=O	1.4%	2.8%	-4.8%	3.9%	-14.1%	0.1%	-0.7%	-12.7%	-5.7%	1.9%
CC(=O)Nc1ccc2nc(CN3CCN(CC(C)C)C(CCO)C3)ccc2c1 (stereo not given)	2.3%	-1.3%	-2.1%	-6.4%	-5.0%	4.8%	0.2%	-10.9%	2.0%	-1.7%
COc1ccc(NC(=O)CN(C)C(=O)c2ccc(NS(=O)(=O)c3cccc([N+](=O)[O-])c3)cc2)cc1	23.9µM*	.	3.1%	-0.4%	1.8%	-2.7%	-1.1%	.	-2.1%	.
O=C(NCc1cccnc1)c1cc(Sc2ccccc2Cl)nc2ccccc12	0.3%	.	-1.4%	5.8%	-58.8%	-5.9%	-11.5%	-0.7%	-0.4%	?
CCn1c(COc2ccccc2)nnc1SCC(=O)c1cccc([N+](=O)[O-])c1	-15.5%	?	1.1%	-1.6%	0.0%	-3.2%	3.9%	-13.8%	2.8%	-44.1%
Cc1cc(=O)[nH]c(SCC(=O)N2CCCCC2)n1	-2.0%	4.3%	6.3%	4.0%	0.0%	-7.4%	5.4%	2.5%	3.7%	-2.0%
COc1cc(/C=C/C(=O)O)cc(OC)c1OC	2.7%	-0.7%	-4.4%	-12.4%	18.6%	-17.9%	1.3%	6.5%&-2.7%	1.4%	-30.6%&-0.8%
C=CC1(C)CC(=O)C2(O)C(C)(O1)C(OC(C)=O)C(O)C1C(C)(C)CCC(O)C12C (stereo not given)	.	.	4.9%[46.1 µM]	.	.	.	.	6.4%	3.8%[46.1 µM]	-9.0%
O=C1CC[C@@H](CN(Cc2ccccn2)Cc2nc(Cc3ccccc3)no2)N1	-0.5%	-1.5%	1.4%	-7.9%	-0.6%	1.6%	6.9%	5.3%	1.0%	-1.3%
O=C(CSc1nnc(-c2ccccn2)n1Cc1ccco1)Nc1ccc2c(c1)OCO2	-0.3%	3.2%	2.3%	-2.4%	-0.4%	0.5%	-3.6%	-4.8%	-1.5%	19.9%
CC1(C)NC(=O)N(CCOc2cccc(Oc3ccccc3)c2)C1=O	-11.1%	-2.0%	5.8%	.	34.2%	2.3%	6.9%	0.4%	8.6%	28.5%
CC(C)n1c(-c2ccccc2)nc(=S)c2c1CCCC2	1.2%	6.1%[11.5 µM]	-8.4%	.	.	2.2%	-10.9%	-6.3%	1.5%	?
O=C(CCC(=O)N1CCOc2ccccc21)NCCCN1CCN(Cc2ccccc2)CC1	-0.5%	-17.5%	-1.7%	-5.2%	2.1%	-11.7%	.	9.8%	2.7%	3.8%
Cc1ccc(S(=O)(=O)N/N=C\c2cc([N+](=O)[O-])ccc2Cl)cc1	1.4%	?	1.8%	-27.0%	-1.7%	?	-6.4%	-8.0%[0.365 µM]	-0.5%	-2.8%
CCOc1ccccc1OCC(=O)Nc1ccc(N2CCOCC2)cc1N1CCOCC1	-2.3%	.	-3.6%	-9.3%	-22.6%	-1.3%	-2.9%	.	-2.3%	.
Cc1sc2ncn(CC(=O)N3CCCC(C)C3)c(=O)c2c1S(=O)(=O)N1CCCCC1 (stereo not given)	0.5%	-3.6%	1.1%	6.0%	-2.1%	5.5%	1.0%	14.3%	0.7%	-21.6%
O=C1CC(c2ccccc2)CC(O)=C1C=NCc1ccc(Cl)c(Cl)c1 (stereo not given)	2.6%	-3.3%	-0.6%	-0.6%	-11.6%	-9.0%	-0.1%	-4.5%	0.0%	22.1%
CCN(CC(=O)Nc1ccc(OC)cc1)CC(=O)Nc1cccc(C#N)c1	4.8%	-0.9%	1.8%	12.5%	-25.1%	-0.9%	-2.6%	5.3%	5.8%	6.4%
Cc1ccc(NS(=O)(=O)c2ccc3c(c2)CC(=O)N3)cc1C	0.5%	5.6%	-3.0%	-1.1%	1.7%	-8.8%	2.7%	-5.0%	-1.4%	2.4%
COCCNc1nc2c(c(=O)n(Cc3cccc(Br)c3)c(=O)n2C)n1C	1.2%&3.6%	2.3%	-1.6%	0.4%	-15.0%	-2.2%	-6.8%	12.0%	26.0%	3.0%
CC1(C)CCC[C@]2(C)[C@H]3CC(=O)O[C@]3(C)CC[C@@H]12	-0.3%	-2.5%	-0.9%	0.4%	-13.4%	-3.2%	-3.4%	-2.2%&4.3%	-4.4%	-6.8%&1.9%
O=S(=O)(NCc1ccccc1)c1ccccc1NCc1ccc(Cl)cc1	.	.	.	-1.4%	-17.2%	0.5%	14.6%	.	.	.
CC(=O)c1ccc(S(=O)(=O)NCC(=O)N2CCN(C/C=C/c3ccccc3)CC2)cc1	-0.4%	.	0.0%	-5.1%	-23.0%	-3.0%	-5.4%	.	-1.7%	.
CC(NCC(=O)NC(=O)NC1CCCC1)c1ccc(Cl)cc1Cl (stereo not given)	-0.4%	.	-1.2%	-1.2%	-22.7%	0.8%	-0.3%	.	-0.4%	.
O=C(O)COc1ccc(S(=O)(=O)c2ccc(OCC(=O)O)cc2)cc1	-0.3%	-6.5%	12.3%	-0.3%	12.9%[1.84 µM]	11.1%	0.7%	-19.4%	1.7%	-1.7%
CCN(CC)C(=O)c1cccc(NC(=O)CC23CC4CC(CC(C4)C2)C3)c1	4.4%	-5.6%	-2.0%	-16.7%	-20.6%	-14.6%	-0.8%	3.0%	0.1%	-0.1%
CC(C)n1nc(C(=O)Nc2nc3ccccc3[nH]2)c2ccccc2c1=O	?	8.7%	0.1%	-0.6%	-4.1%	-10.0%	-2.5%	?	-0.3%	1.78µM*
O=C(Nc1ccccc1)c1ccccc1CCc1ccccc1	-9.8%	-3.6%	-6.6%	-13.2%	-2.3%	-4.9%	-1.2%	9.1%	2.8%	7.6%
COC(=O)C(C)Sc1ncnc2c1nnn2-c1ccc(F)cc1 (stereo not given)	8.49µM*	15.4%	?	-8.4%	110.2%	?	?	-2.0%	29.4%	?
Cc1cc(C)c(NC(=O)C[N+](C)(C)CC(O)COc2cccc3ccccc23)c(C)c1 (stereo not given)	-5.9%	.	-5.9%	-1.5%	12.1%	-2.6%	3.8%	-3.3%	-8.1%	4.9%

Compound profiles, from the list above:
Cc1ccc(NS(=O)(=O)c2ccc3c(c2)CC(=O)N3)cc1C as listed: FLuc counter = 0.5%; MBNL1 CUG block = 5.6%; NPC1 promoter act = -3.0%; uPA generation = -1.1%; BRCA1 expr act = 1.7%; ELG1 genotox = -8.8%; p53 reactivator = 2.7%; Gal4-VP16 FLuc = -5.0%; Rab9 prom act = -1.4%; RORgamma inh = 2.4%
CC(=O)c1ccc(S(=O)(=O)NCC(=O)N2CCN(C/C=C/c3ccccc3)CC2)cc1 as listed: FLuc counter = -0.4%; MBNL1 CUG block = .; NPC1 promoter act = 0.0%; uPA generation = -5.1%; BRCA1 expr act = -23.0%; ELG1 genotox = -3.0%; p53 reactivator = -5.4%; Gal4-VP16 FLuc = .; Rab9 prom act = -1.7%; RORgamma inh = .

Next section:
structure	FLuc counter	MBNL1 CUG block	NPC1 promoter act	uPA generation	BRCA1 expr act	ELG1 genotox	p53 reactivator	Gal4-VP16 FLuc	Rab9 prom act	RORgamma inh
COc1ccc(CCNC(=O)c2ccccc2OCc2c(C)noc2C)cc1	0.8%	.	-1.5%	-1.7%	-19.7%	0.9%	-1.4%	.	12.3%	.
CCOC(=O)C1CCN(C(=O)CCCn2nc(CC)n3c(cc4occc43)c2=O)CC1	1.6%	-2.9%	-4.6%	-3.6%	-7.5%	3.2%	-7.0%	-2.5%	-1.3%	-0.3%
COC(=O)c1cccc(NC(=O)c2cccs2)c1C	-11.0%	0.3%	8.3%	-1.7%	1.5%	1.0%	4.4%	-9.4%	22.5%	25.5%
Cc1ccc(-c2nn(-c3ccccc3)cc2C(=O)Nc2ccc(C(=O)O)cc2)cc1	1.07µM*	-2.2%	27.3%	3.3%	10µM*	13.3%	5.3%	-10.4%	?	?
O=C(NCC1CCCN(C(=O)c2cscn2)C1)c1ccccc1Cl (stereo not given)	?	-15.7%	-0.3%	-1.5%	-10.9%	7.8%	7.0%	10.5%	-0.6%	1.5%
Cc1cccn2c(CNCC3OCCc4ccccc43)c(C(=O)N3CCCCC3)nc12 (stereo not given)	0.8%	12.7%	-1.3%	-3.6%	-11.6%	-6.5%	-0.9%	-15.0%	0.5%	-3.4%
Fc1ccccc1CNC(=S)Nc1ccc(Cl)cc1	-23.5%	-12.1%	3.9%	-5.0%	-7.6%	-1.9%	?	7.08µM*	-3.8%	7.08µM*
COC(=O)c1[nH]c2ccc(C)cc2c1NS(=O)(=O)c1ccc(F)cc1	-6.7%	1.7%	1.0%	0.1%	-18.4%	-7.3%	-17.3%	-3.5%	6.5%	-0.9%
